Screening results (PubChem BioAssay)
NSD2 HMT inh – NSD2 histone methyltransferase inhibitors, primary screen, biochemical, AlphaScreen, single concentration, set 2; AID 743445, 2014; Histone-lysine N-methyltransferase NSD2 (Homo sapiens), O96028; inhibition, % at 12.5 µM; 310,000 compounds, 0.54% hits; NSD2 peptide methylation, 120 min; in the data active = inhibition above about 50%
PKA-R2B activ – activators of PKA-R2B holoenzyme, primary screen, biochemical, fluorescence polarization, Cy5-IP20, human | activation, % at 11.4 µM | PKA-R2B holoenzyme dissociation; R2B truncated from residue 108, S112A mutant; 0% DMSO only, 100% 113 µM cGMP | cAMP-dependent protein kinase catalytic subunit beta (Homo sapiens) + cAMP-dependent … | 340,000 compounds, 0.079% hits;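 active = activation above a cutoff set at the mean over all compounds plus 3 SD, cut at about 18% in these data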;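 also: higher means more holoenzyme dissociation and a rise in polarization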
dFosB activator – activators of delta FosB homodimer, primary screen, biochemical, fluorescence polarization, TAMRA-CDK5 oligo, single point; 340,000 compounds, 0.99% hits; purified delta FosB; percent of positive-control signal above neutral wells; activation, % at 25 µM;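 active = mean activation above about 17%, with every replicate also reaching it, limit read from the data, passing the limit was not always enough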;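 also: fluorescence polarization rise as delta FosB binds a TAMRA Cdk5 AP-1 oligo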
Target sequence (P13346 whole entry, looked up): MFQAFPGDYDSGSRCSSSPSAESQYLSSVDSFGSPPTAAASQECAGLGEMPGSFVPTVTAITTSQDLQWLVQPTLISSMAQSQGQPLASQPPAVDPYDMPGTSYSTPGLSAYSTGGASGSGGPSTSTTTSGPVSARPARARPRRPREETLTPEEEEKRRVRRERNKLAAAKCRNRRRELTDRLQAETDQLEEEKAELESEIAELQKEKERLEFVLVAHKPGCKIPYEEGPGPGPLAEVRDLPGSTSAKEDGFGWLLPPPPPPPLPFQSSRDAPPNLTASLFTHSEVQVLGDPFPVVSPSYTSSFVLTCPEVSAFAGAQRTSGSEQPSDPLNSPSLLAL
CDK5 inh – inhibitors of human CDK5/p35 kinase, primary screen, biochemical, single concentration. inhibition, % at 10 µM. Recombinant CDK5/p35, ADP-Glo luminescence, 60 min. AID 488839, 2010. Cyclin-dependent kinase 5 (Homo sapiens) + Cyclin-dependent kinase 5 activator 1 (Homo …. 330,000 compounds, 0.01% hits;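 active = highest replicate inhibition of at least 50% and at least 75% of replicates reaching 50%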;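 also: plate controls were DMSO neutral control for no effect and GW8510 at 10 µM for full effect; many of its hits are not listed in these tables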
Target sequence (Q00535 whole entry, looked up): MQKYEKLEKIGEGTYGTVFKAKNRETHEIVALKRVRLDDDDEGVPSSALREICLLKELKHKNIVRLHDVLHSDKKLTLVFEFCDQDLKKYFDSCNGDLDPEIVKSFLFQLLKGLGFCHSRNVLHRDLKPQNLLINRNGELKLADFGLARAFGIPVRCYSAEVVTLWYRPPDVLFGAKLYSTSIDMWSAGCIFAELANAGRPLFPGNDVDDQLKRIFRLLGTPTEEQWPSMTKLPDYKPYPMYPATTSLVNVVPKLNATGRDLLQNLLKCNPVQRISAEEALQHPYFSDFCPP
Target sequence (Q15078 whole entry, looked up): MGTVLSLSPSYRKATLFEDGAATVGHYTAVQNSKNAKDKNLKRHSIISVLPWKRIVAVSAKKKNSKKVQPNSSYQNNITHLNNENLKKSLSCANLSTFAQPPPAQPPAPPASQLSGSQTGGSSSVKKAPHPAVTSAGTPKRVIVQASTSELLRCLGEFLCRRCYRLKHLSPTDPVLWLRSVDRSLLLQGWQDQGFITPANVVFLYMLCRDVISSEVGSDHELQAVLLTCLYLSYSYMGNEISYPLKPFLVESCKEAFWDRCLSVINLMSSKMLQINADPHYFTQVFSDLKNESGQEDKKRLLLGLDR
DSG3 Ab inh – inhibitors of pemphigus antibody binding to DSG3, primary screen, biochemical, bead-based, flow cytometry, scFv-GFP | DSG3-coupled beads, scFv-anti-DSG3-GFP binding; active compounds read low | AID 588358, 2011 | Desmoglein-3 (Homo sapiens), P32926 | 310,000 compounds, 0.48% hits | binding (percent of control), % at 10 µM;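 active = binding more than 3 SD below its plate's average and above zero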;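 also: hits lower antibody fragment binding to DSG3; some compounds called inactive have numbers as strong as hits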
SR-BI DiI inh – inhibitors of SR-BI mediated HDL lipid uptake, primary screen, ldlA[mSR-BI] cells, fluorescence, single point | Scavenger receptor class B member 1 (Mus musculus), Q61009 | inhibition, % at 12.5 µM | ldlA[mSR-BI] CHO cells, DiI-HDL uptake fluorescence, 3 h | 320,000 compounds, 0.96% hits;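 active = mean replicate inhibition of at least 70% and a set share of replicates each scoring 70 or more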;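 also: 0% = median of neutral control wells and 100% = median of positive control wells; values of inactives mirror those of a sister screen read the other way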
MITF TRPM1 HTS – activators of MITF-driven TRPM1 promoter reporter, primary screen, cell-based, SK-MEL-5, luciferase, single point | activation, % at 12.5 µM | SK-MEL-5 TRPM1-promoter luciferase, 24 h; % of positive control, neutral wells = 0 | 300,000 compounds, 0.75% hits;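 active = mean activation of at least 80% with every replicate also reaching 80%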;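 also: 0% = neutral control wells and 100% = parthenolide positive control wells; values of inactives mirror those of a sister screen read the other way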
SUMO Mot1 rescue – yeast Mot1-301 growth rescue at high temperature, primary screen, SUMOylation pathway inhibitor project, S. cerevisiae, ATP luminescence, 38.5C; AID 2716, 2010; S. cerevisiae Mot1-301 growth rescue; percent above DMSO median, 100 means doubled; growth rescue, % at 18.8 µM; 320,000 compounds, 1% hits;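 active = every valid replicate shows activation above 250% relative to neutral control wells; inactive = the rest, any valid replicate at or below 250%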;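 also: OY570 slx delta 5 strain wells were the positive control but not used for scaling; some compounds called inactive have numbers as strong as hits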
Arrestin-AP2 inh – inhibitors of beta-arrestin/AP2 binding, primary screen, biochemical, GPCR trafficking, flow cytometry; inhibition, % at 10 µM; 340,000 compounds, 0.31% hits; FITC-arrestin peptide / GST-AP2 beads; AP2 beta2 appendage carries R879A mutation;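 active = inhibition above a set limit, near 3 SD of compounds lacking own fluorescence, cut at about 54% in these data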;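 also: plate controls were DMSO wells for no effect and 5 µM unlabelled arrestin peptide for full effect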
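Assay system: GST-AP2 R879A bound to glutathione beads, E. coli-expressed; Medium: PBS with 0.05% Tween 20 and 0.1% BSA; Also added: fluorescein-tagged arrestin peptide at 50 nM final; Timing: 12 min plus 1 h, RT; Measured by: flow cytometry, FL1 (488/535 nm); Evaluation: percent drop in bead-associated FITC signal.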
SR-BI uptake up – activators of SR-BI mediated DiI-HDL uptake, primary screen, ldlA[mSR-BI] CHO cells, DiI fluorescence; 320,000 compounds, 0.096% hits; AID 504775, 2011; 3 h; 100 = double the neutral-control signal; activation, % at 12.5 µM;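 active = mean replicate activation of at least 60% and every replicate at or above 60%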;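 also: 0% = median plate neutral-control signal and 100% = twice that signal; values of inactives mirror those of a sister screen read the other way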
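Test system: SR-BI-overexpressing, LDLR-lacking CHO cells; Also added: labelled HDL, 10 µg/mL; Measured by: bottom-read cell fluorescence after medium removal, ex 550/em 595 nm; Timing: 3 h uptake period with compound, 37 °C; Buffer or medium: F12, 0.5% BSA, 25 mM HEPES; Doses: single compound concentration, delivered by pin transfer.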
PKA-R1A act – activators of PKA-R1A holoenzyme, primary screen, biochemical, fluorescence polarization, Cy5-IP20, bovine R1A, mouse PKAc; AID 504707, 2011; 340,000 compounds, 0.083% hits; cAMP-dependent protein kinase type I-alpha regulatory subunit (Bos taurus) + …; activation, % at 11.4 µM; PKA-R1A dissociation; scaled: DMSO 0%, 113 µM cGMP 100%;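 active = percent activation above the mean of all tested compounds plus 3 SD, cut at about 19% in these data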;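 also: higher means more PKAc released from R1A so a rise in polarization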
* marks the source's active call; other numbers are inactive results; . = not tested or not shown; + = active, no number. Rows were taken by chance; overall some 4.7% were active at least once.

SMILES	NSD2 HMT inh	PKA-R2B activ	dFosB activator	CDK5 inh	DSG3 Ab inh	SR-BI DiI inh	MITF TRPM1 HTS	SUMO Mot1 rescue	Arrestin-AP2 inh	SR-BI uptake up	PKA-R1A act
Cc1ncccc1C(=O)N1CCCC(CCC(=O)N2CCN(c3ccccn3)CC2)C1 (centres undefined)	-5.6	0.7	-2.1	.	96.1	5.4	10.3	4.1	3.5	-5.4	-0.6
O=C(CN1C(=O)CSc2ccc(S(=O)(=O)N3CCOCC3)cc21)N1CCCCC1	-7.3	0.3	2.0	0.0	90.0	-17.1	-8.7	264.5	6.2	17.1	-10.7
CC1=NN(C(=S)Nc2ccccc2)C(C)(C)C1	0.0	-12.0	6.9	0.7	102.7	-17.9	8.4	0.9	32.5	17.9	0.2
CC(OC(=O)C1CCN(S(=O)(=O)c2ccc(C(C)(C)C)cc2)CC1)C(=O)N1CCOCC1 (centres undefined)	0.0	3.6	-4.7	-0.6	112.6	-18.4	0.9	8.2	-11.2	18.4	-3.7
O=C(NC1CCC(O)CC1)c1cc(Cl)c2c(c1)OCCO2 (centres undefined)	-0.6	-2.7	-2.5	0.1	94.9	-6.0	-4.8	-0.1	-5.4	6.0	-0.3
CC(C(=O)NCc1ccc(Cl)cc1)n1cccc1C(=O)c1ccccc1 (centres undefined)	-0.8	3.3	-5.4	-1.0	102.0	7.3	6.9	-18.3	5.7	-7.3	-12.8
Cc1cc(C)cc(NC(=S)N2CCN(c3ncc(C(F)(F)F)cc3Cl)CC2)c1	-1.5	-3.1	2.1	0.1	115.1	30.5	8.4	-18.1	17.7	-30.5	-7.4
O=C(COC(=O)CNS(=O)(=O)c1ccccc1)Nc1ccc(Cl)cn1	-1.9	-3.2	1.1	1.8	99.6	-10.7	-0.6	10.8	8.8	10.7	-0.5
Cc1ccc(NC(=O)C2CC(=O)N(Cc3ccccc3)C2)nc1 (centres undefined)	-0.9	-8.2	-2.6	0.8	120.8	-1.2	-6.5	19.0	11.0	1.2	-7.7
CCCCn1nnnc1NCc1cccs1	1.6	6.8	-8.0	2.4	100.4	11.8	0.1	-8.7	26.1	-11.8	8.9
O=C1CC(c2ccc(S(=O)(=O)NCc3ccccc3)cc2)CN1 (centres undefined)	.	-12.3	7.4	1.4	108.8	-18.5	-1.0	251.9	16.2	18.5	3.9
CCOC(=O)C1CCCCN1Cc1ccc(F)cc1 (centres undefined)	-1.0	-8.1	1.4	-0.7	101.0	-11.2	2.2	15.9	-1.4	11.2	-1.7
Cc1ccc(/C=N/Nc2nc(C(C)(C)C)cs2)o1	8.8	-0.8	2.7	-1.8	103.9	21.4	84.7*	3.2	-3.0	-4.3	6.3
O=C(Nc1cccc(C(=O)NC2CC2)c1)c1ccc(F)c(S(=O)(=O)N2CCOCC2)c1	11.8	-9.4	-1.3	0.7	101.3	12.0	-9.2	.	6.4	-12.0	-18.2
O=C(CCSCCc1ccccn1)Nc1cccc([N+](=O)[O-])c1	1.8	2.0	3.5	1.2	82.9	6.4	13.9	32.6	10.9	-6.4	-6.5
CCCn1c(=N)c(S(=O)(=O)c2ccccc2)cc2c(=O)n3cccc(C)c3nc21	0.7	-11.5	-5.9	2.3	.	-6.2	9.0	8.5	3.1	6.2	1.6
CN(C)CCNc1ncnc2ccccc12	5.1	-8.9	-1.8	-0.2	98.6	-17.3	.	561.8	4.3	17.3	-4.2
CC(C)(CO)NCc1ccccc1OCC(=O)Nc1ccccc1	-1.3	-11.5	-0.8	-1.6	85.9	-27.8	-7.3	-5.6	11.3	27.8	-7.7
CCc1ccc(NC(=S)NCc2cccnc2)cc1	0.8	-6.0	-4.5	1.9	.	-6.8	-3.4	26.1	-4.4	6.8	5.0
CCn1ccnc1CNC(=O)c1ccc2oc(CCCc3ccccc3)nc2c1	5.4	3.1	-3.1	-1.7	122.1	17.8	29.0	10.2	12.7	-17.8	0.9
Cc1ccc(S(=O)(=O)N2CCOCC2)cc1NC(=O)COC(=O)c1cc(=O)c2ccccc2o1	-1.2	3.6	2.4	0.3	88.5	-4.8	-4.0	11.1	1.9	4.8	1.4
CCN(CC)CCN1C(=O)C(=O)/C(=C(/O)c2ccccc2)C1c1ccccc1F (centres undefined)	2.9	1.0	2.2	-0.5	106.2	-17.6	-1.8	-0.9	21.6	17.6	-3.1
Cc1c(C(=O)N2CCC(Cc3ccccc3)CC2)sc2ncnc(N3CCC(C)CC3)c12	-1.7	-3.0	-24.5	-0.7	102.4	-0.9	-4.6	452.8	-9.9	0.9	-3.5
CCN(CC)CCN1C(=O)c2ccccc2NC1c1cc(OC)c(OC)c(OC)c1 (centres undefined)	30.7	5.6	-2.1	1.3	82.7	-14.1	-3.3	-4.1	8.0	14.1	-2.9
C=CCNc1nc(C(=O)OCC(=O)c2ccc(F)cc2)cs1	-0.1	2.9	-2.1	0.2	96.9	-35.4	21.2	-4.4	23.3	35.4	-0.4

Some entries already given with just Arrestin-AP2 inh, MITF TRPM1 HTS and PKA-R2B activ.
| compound | Arrestin-AP2 inh | MITF TRPM1 HTS | PKA-R2B activ |
| --- | --- | --- | --- |
| O=C(CCSCCc1ccccn1)Nc1cccc([N+](=O)[O-])c1 | 10.9 | 13.9 | 2.0 |
| CCCn1c(=N)c(S(=O)(=O)c2ccccc2)cc2c(=O)n3cccc(C)c3nc21 | 3.1 | 9.0 | -11.5 |

Other records follow:
SMILES	NSD2 HMT inh	PKA-R2B activ	dFosB activator	CDK5 inh	DSG3 Ab inh	SR-BI DiI inh	MITF TRPM1 HTS	SUMO Mot1 rescue	Arrestin-AP2 inh	SR-BI uptake up	PKA-R1A act
CCOC(=O)C1=CN(Cc2ccco2)S(=O)(=O)N(C)C1c1ccccc1 (centres undefined)	.	6.3	-2.4	-4.3	97.4	-13.8	6.4	.	-10.7	13.8	-5.4
CC(C)c1ccc(NC(=O)C2CCCCC2C(=O)O)cc1 (centres undefined)	-1.7	-2.6	-0.8	4.7	105.4	-10.1	-1.3	+	1.3	10.1	7.1
O=C(NCCS(=O)(=O)N1CCN(c2ccccc2)CC1)c1cccc(F)c1	-6.7	-13.6	-5.0	-0.1	92.9	5.1	-6.3	-6.8	-0.2	-5.1	-5.6
CCOC(=O)C1CCCN(S(=O)(=O)c2cc3c(cc2Cl)NC(=O)CO3)C1 (centres undefined)	.	-1.7	2.7	1.1	105.2	-0.6	-2.7	-9.9	4.9	0.6	-0.5
O=C(OCC(=O)N1CCN(C(=O)c2ccco2)CC1)c1ccccc1NCCO	0.4	-1.3	-3.2	0.4	94.1	-7.0	-2.0	13.4	1.7	7.0	-0.1
Nc1nnc(SCC(=O)NNC(=O)c2ccc(F)cc2)s1	.	3.5	-0.1	2.3	.	-21.9	.	-6.5	-4.9	21.9	-12.9
CC(C)N(C(=O)CSc1nnc(NC(=O)Cc2cccs2)s1)C(C)C	-1.2	-1.2	3.2	-5.7	102.8	10.4	.	19.3	31.3	-10.4	5.3
CCOC(=O)c1c(NC(=O)CSc2ncn[nH]2)sc(C(=O)N(C)C)c1C	0.6	1.0	-1.6	2.3	98.1	-8.4	-0.8	-11.1	-3.1	8.4	-6.0
O=C(NC1CCS(=O)(=O)C1)c1cccc(S(=O)(=O)N2CCCCCC2)c1 (centres undefined)	-3.8	-10.1	0.8	-1.4	103.4	-15.4	-7.8	176.8	17.2	15.4	-1.8
O=C(CC(O)(C(F)(F)F)C(F)(F)F)Nc1ccc(Cl)c(Cl)c1	.	-7.5	-8.5	0.0	102.7	5.3	.	-49.5	8.6	-5.3	-10.7
CN(CCOc1ccccc1)C(=O)CCc1c[nH]c2ccccc12	5.6	-1.5	-16.8	-1.4	109.7	13.0	5.0	-2.9	-8.2	-13.0	-6.4
C/C=C/C=C/C(=O)N1CC[C@]23c4ccccc4N[C@H]4N(C)c5cccc6c5[C@]42CCN([C@H]6C2OC2(C)C)[C@H]13 (some centres undefined)	.	4.5	-1.3	-0.1	94.1	3.7	.	-12.4	10.2	-3.7	-2.4
O=C(CN(Cc1cccs1)C(=O)CNS(=O)(=O)c1ccc(F)cc1)NCc1ccco1	-1.6	-1.4	-8.8	0.2	102.6	-19.1	-10.0	-9.6	19.0	19.1	0.6
O=C(c1ccc([N+](=O)[O-])cc1)N1CCSC1c1ccccc1 (centres undefined)	5.7	-8.1	-3.3	-0.7	94.6	-27.0	-12.1	-6.4	8.4	27.0	0.3
O=C(/C(=C/O)N=Nc1ccccc1)c1ccncc1	3.8	6.2	-1.0	-0.1	110.6	-25.3	-4.5	56.2	34.8	25.3	-7.2

Sorted by the number under SR-BI DiI inh (low to high): 5 from the list above.
compound | SR-BI DiI inh
CCOC(=O)C1=CN(Cc2ccco2)S(=O)(=O)N(C)C1c1ccccc1 (centres undefined) | -13.8
CCOC(=O)c1c(NC(=O)CSc2ncn[nH]2)sc(C(=O)N(C)C)c1C | -8.4
O=C(OCC(=O)N1CCN(C(=O)c2ccco2)CC1)c1ccccc1NCCO | -7.0
O=C(CC(O)(C(F)(F)F)C(F)(F)F)Nc1ccc(Cl)c(Cl)c1 | 5.3
CN(CCOc1ccccc1)C(=O)CCc1c[nH]c2ccccc12 | 13.0
